# ASAP1 inh: blocks human ASAP1-stimulated Arf1 GTP hydrolysis | Q9ULH1 | GDP FP detection | inhibition, % at 16.5 µM | 360,000 compounds, 0.19% hits; in the data active = inhibition above about 25%;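 note: 0% = vehicle with enzyme and substrate and 100% = no enzyme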
# Target sequence (Q9ULH1 325-724 limits assumed): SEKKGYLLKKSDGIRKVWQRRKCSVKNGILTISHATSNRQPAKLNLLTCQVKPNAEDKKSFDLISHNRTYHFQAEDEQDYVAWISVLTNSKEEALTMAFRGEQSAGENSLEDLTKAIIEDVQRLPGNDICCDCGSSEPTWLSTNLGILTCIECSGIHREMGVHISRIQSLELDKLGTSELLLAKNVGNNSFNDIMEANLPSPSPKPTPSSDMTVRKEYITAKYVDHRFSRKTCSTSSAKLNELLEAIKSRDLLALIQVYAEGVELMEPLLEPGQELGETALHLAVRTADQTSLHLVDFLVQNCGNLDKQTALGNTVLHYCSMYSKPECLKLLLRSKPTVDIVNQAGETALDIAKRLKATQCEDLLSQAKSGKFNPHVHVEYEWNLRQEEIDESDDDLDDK
# Tn7 DDE FP: disrupts Tn7 cyclic peptide binding to fibrin D-Dimer-E complex; P02675; FP displacement of FITC-Tn7 peptide from fibrin DD(E); 0% = median of compound wells per plate; inhibition, % at 8.3 µM; 370,000 compounds, 0.13% hits; AID 720508;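 active = inhibition above the mean of compounds falling within the control limits plus 3 SD of them, cut at about 14% in these data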;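 note: 0% = plate median of compound wells and 100% = 10 µM Aha-Tn7 peptide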
#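 Assay system: Fibrin-DD(E) protein isolated from polymerized human fibrin clots; read-out basis: percent inhibition; medium: Tris/NaCl/CaCl2 buffer, pH 7.8; signal: FP measurement; incubation: 10 min plus 3 h, room temperature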
# Tn6 DDE FP: disrupts Tn6 cyclic peptide binding to fibrin D-Dimer-E complex; Fibrin DD(E) TRITC-Tn6 fluorescence polarization displacement; P02675; 370,000 compounds, 0.21% hits; inhibition, % at 8.3 µM;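 active = inhibition above a per-campaign cutoff: mean of compounds within control limits plus 3 SD, cut at about 15% in these data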;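 note: 0% = median of all compound wells on the plate and 100% = blocking peptide control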
# PLCb3 inh: PLC-beta3 (human) inhibition, primary screen; Purified PLC-beta3, fluorogenic substrate, fluorescence; inhibition, % at 12.2 µM; 370,000 compounds, 0.18% hits; AID 720704; in the data active = inhibition above about 11%;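 note: 0% = median of compound wells on plate and 100% = full blocker control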
# sPLA2-III inh: Blocks human group III sPLA2 activity; inhibition, % at 12.2 µM; QFRET BODIPY PC-A2 liposome hydrolysis, fluorescence; 370,000 compounds, 0.56% hits;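 active = inhibition above mean plus 3 SD of compounds lying within the high and low control bounds, cut at about 19% in these data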;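 note: 0% = median of test compound wells and 100% = no enzyme DMSO wells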
# Target sequence (Q9NZ20 whole entry, looked up): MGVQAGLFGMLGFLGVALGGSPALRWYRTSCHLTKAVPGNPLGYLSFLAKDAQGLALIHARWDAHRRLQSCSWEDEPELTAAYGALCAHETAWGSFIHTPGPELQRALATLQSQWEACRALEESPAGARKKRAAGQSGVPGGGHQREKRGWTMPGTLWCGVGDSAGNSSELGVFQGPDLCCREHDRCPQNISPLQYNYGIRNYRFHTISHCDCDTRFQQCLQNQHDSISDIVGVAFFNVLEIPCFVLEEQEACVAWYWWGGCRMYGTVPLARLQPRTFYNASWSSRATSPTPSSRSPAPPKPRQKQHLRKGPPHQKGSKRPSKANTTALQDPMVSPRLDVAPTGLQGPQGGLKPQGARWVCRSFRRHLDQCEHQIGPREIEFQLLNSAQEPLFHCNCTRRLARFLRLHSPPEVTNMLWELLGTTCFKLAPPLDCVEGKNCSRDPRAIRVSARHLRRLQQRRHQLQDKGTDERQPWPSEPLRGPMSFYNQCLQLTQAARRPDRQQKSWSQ
# UHRF1 MBD2 ctr: human UHRF1 methylated DNA binding inhibitors; Q96T88; UHRF1 binding to methylated oligo, TR-FRET; inhibition, % at 4.4 µM; 370,000 compounds, 0.75% hits; AID 687016; in the data active = inhibition above about 21%;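 note: UHRF1 SRA domain binding a hemimethylated CpG hairpin DNA probe; 0% = median of test compound wells and 100% = reference inhibitor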
# PLCg1 inh: PLC-gamma1 (human) inhibition, primary screen; purified PLC-gamma1, fluorogenic substrate, fluorescence; inhibition, % at 12.2 µM; 370,000 compounds, 0.84% hits; AID 720700; in the data active = inhibition above about 9.5%
# Rev-erbA mod: modulates human Rev-erb alpha binding to DNA | 370,000 compounds, 0.79% hits | P20393 | AID 1259318 | activity, % at 10 µM | Rev-erbα–FITC-DNA binding, fluorescence polarization, 90 min;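 active = activity above about 14%, limit read from the data; passing the limit was not always enough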;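 note: 0% = DMSO wells with 35 nM protein and 100% = DMSO wells with 750 nM protein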
# ARFGAP1 inhibitor: inhibits rat ARF GTPase activating protein 1 | Q62848 | Arfgap1-stimulated ARF1 GTP hydrolysis, GDP FP detection | inhibition, % at 16.5 µM | 360,000 compounds, 0.26% hits;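 active = inhibition above a per-plate limit, mean inhibition of low control wells plus 3 SD, cut at about 25% in these data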;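 note: 0% = DMSO wells with enzyme and 100% = wells lacking Arfgap1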
# Target sequence (Q62848 1-136 limits assumed): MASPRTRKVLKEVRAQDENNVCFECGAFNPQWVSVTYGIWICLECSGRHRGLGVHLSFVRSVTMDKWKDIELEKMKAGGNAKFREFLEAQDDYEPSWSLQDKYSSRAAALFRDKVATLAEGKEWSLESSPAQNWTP
#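 Material: rat Arfgap1 catalytic domain, aa 1-136; also added: human ARF1(Δ1-17)-GTP substrate; compound dosing: one concentration, 16.5 µM, DMSO 1.26%; incubation: GTP hydrolysis reaction 2 h at 25 °C; measured by: Tracer-displacement fluorescence polarization with EDTA stop, 620/688 nm; evaluation: % inhibition from polarization; repeats: one replicate per compound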
# KLK7 zymogen act: activators of human kallikrein-7 zymogen; 370,000 compounds, 0.9% hits; P49862; purified proKLK7, EDANS-DABCYL substrate fluorescence; 100% is mature enzyme control, 0% vehicle; activation, % at 7 µM;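 active = activation above the mean of all tested compounds plus 3 SD, computed per campaign excluding outliers beyond control limits, cut at about 13% in these data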
# Active calls of the source: *; i = inactive; . = not tested or not shown.
SMILES,ASAP1 inh,Tn7 DDE FP,Tn6 DDE FP,PLCb3 inh,sPLA2-III inh,UHRF1 MBD2 ctr,PLCg1 inh,Rev-erbA mod,ARFGAP1 inhibitor,KLK7 zymogen act
CCn1c(/C(C#N)=N/O)nc2ccccc21,-4.5,-3.0,4.3,-5.4,-22.6,-0.3,-5.9,-1.4,-16.2,0.2
Cc1ccc(/C=C2/CNC/C(=C/c3ccc(C)cc3)C2=O)cc1,5.6,-0.1,2.4,-7.5,5.9,2.1,-3.8,3.8,0.6,-1.3
O=S1(=O)C[C@@H](N2CCCC2)[C@H](COCc2ccccc2)N1,2.2,2.3,2.4,-3.3,3.1,-1.7,1.6,-0.3,3.1,-0.6
Cn1cccc1-c1cc(C(=O)O)[nH]n1,-0.5,5.5,6.4,-1.3,5.2,0.4,-1.8,-2.1,-2.6,-0.2
COc1ccc([C@H]2C[C@@H](O)[C@H](n3cc(C4CC4)nn3)CN2CC2CCCCC2)cc1,7.9,2.5,6.3,-3.0,-4.3,1.5,-1.6,5.0,6.5,-0.5
COc1cc(C2/C(=C(\O)c3cc(C)ccc3C)C(=O)C(=O)N2CCN(C)C)ccc1O (configuration not stated),-2.8,3.0,1.4,1.2,-2.9,-2.4,4.1,0.9,1.7,0.2
COn1c(-c2ccc(Cl)cc2Cl)nc2ncccc21,-2.9,6.3,-0.6,-3.3,5.4,4.0,-4.9,-3.1,-4.6,-0.4
CC1CCOC2(O1)C(=O)N(CN1CCN(c3ccccc3F)CC1)c1ccccc12 (configuration not stated),7.2,10.4,-0.5,-0.2,4.9,-0.4,-2.3,0.8,2.9,-0.1
O=C(N/N=C/C=C/c1ccc(Br)cc1)C(O)c1ccccc1 (configuration not stated),-0.1,-2.4,6.4,-0.1,-6.8,-1.6,3.1,-4.5,2.4,0.1
Cc1ccc(-n2nnnc2-c2ccccc2Br)cc1,-7.8,13.6,3.5,-5.0,0.7,9.0,0.3,2.6,18.3,0.6
CNc1cncc(-c2cccc(C(=O)NC3CC3)c2)n1,-4.4,-6.9,-1.1,i,2.2,0.4,i,-4.4,-10.9,54.4*
Cc1cc(=O)oc2c(C)c(OCC(=O)N3CC[C@@]4(O)CCCC[C@H]4C3)ccc12,9.6,-2.4,-0.5,0.6,7.0,0.0,0.4,0.0,-5.8,-0.4
O=C(Nc1cccc(F)c1)c1ccccc1-c1ccccc1,-9.8,3.5,-0.5,0.6,1.7,-2.2,2.8,3.7,-1.8,-0.2
CCc1cc2ccccc2nc1SCC(=O)Nc1cc(C)on1,9.8,-1.0,2.7,0.1,1.4,-2.1,1.0,16.0,-1.6,-0.5
CCOC(=O)c1cnc(SC)nc1Sc1ccccc1,-10.1,-3.0,0.3,2.1,8.3,2.2,-3.9,2.8,8.0,0.6
CCNC(=O)COC(=O)C1CCC(=O)N(c2ccc(OC)cc2)C1c1ccc(OC)cc1 (configuration not stated),2.4,1.6,-0.2,3.6,0.6,-0.2,2.4,2.4,-1.2,0.2
O=C(CC(=O)Nc1ccc(Br)cc1)Nc1ccc(Br)cc1,-10.7,3.5,-3.1,-9.2,-34.0,1.8,1.4,-2.5,12.8,0.1
C=CCn1c(CCCOc2ccc(Cl)cc2Cl)n[nH]c1=S,6.2,0.7,-0.9,0.6,-2.3,0.4,3.6,0.5,-8.2,-0.4
Cc1snc(S(=O)(=O)Cc2c(Cl)cccc2Cl)c1C#N,3.0,0.5,5.3,6.1,-2.8,-0.8,5.4,3.2,6.5,-0.3
CCc1c(C(C)S(=O)(=O)c2ccc(C)cc2)[nH]c(=O)n1-c1ccc(C)cc1 (configuration not stated),5.3,7.5,7.3,-3.1,5.3,2.4,1.4,-2.8,4.0,0.4
CC(=O)C1=C(O)C(=O)N(c2cccc(Br)c2)C1c1ccc(Br)cc1 (configuration not stated),-3.2,1.5,-2.5,-34.6,-11.2,-2.1,-18.6,-0.2,1.3,0.8
COc1ccccc1NC(=S)N1CCC(c2nc3cc(C)c(C)cc3[nH]2)CC1,-1.6,-1.1,-0.3,-1.1,21.3*,4.2,-3.0,4.8,4.0,-0.4
CN(C)CCCNC(=O)C[C@H]1C[C@H](C(=O)N2CCCCC2)[C@@]2(CCc3ccccc3)c3[nH]c4cc(CCC(=O)N(C)C)ccc4c3CCN2C1=O,-12.2,0.4,-2.8,-1.9,-4.3,-3.4,2.0,1.7,-19.6,0.3
COC(=O)C1CN(CC(C)C)CCS(=O)(=O)N1Cc1ccc(Cl)cc1 (configuration not stated),.,-5.1,-3.6,3.5,5.8,-0.8,0.9,0.3,.,0.7
Cc1ccc(S(=O)(=O)Nc2cc3c(cc2N2CCOCC2)n(C)c(=O)c(=O)n3C)cc1,4.7,-5.0,-11.2,-70.3,11.7,10.7,-37.9,1.4,10.4,-0.8
CC1CCCC(NC(=O)/C=C/c2c(F)cccc2Cl)C1C (configuration not stated),14.5,0.5,-10.3,-3.4,11.4,0.3,1.4,4.5,-2.8,0.2
CCCCCc1cc(=O)oc2c(C(CCN(CC)CC)c3ccc(OC)cc3)c(OC)cc(OC)c12 (configuration not stated),7.9,1.8,-10.7,-418.0,-7.7,1.8,-339.8,-4.1,-4.7,-5.3
CCC1CCCCN1C(=O)COc1cc(=O)n(C)c2ccccc12 (configuration not stated),-4.4,-3.1,0.7,-0.3,-0.8,-2.7,0.5,-3.2,3.9,-0.3
O=C(COC(=O)COc1ccccc1)Nc1ccc(Br)cc1F,11.8,-1.5,-1.4,0.6,-1.3,0.2,-0.2,5.9,-13.2,0.0
COc1cc2c(cc1NC(=O)c1cc(-c3ccccn3)nc3ccccc13)oc1ccccc12,-3.4,-1.9,6.2,-0.5,9.0,3.4,0.0,-19.6,-7.9,-0.6
COc1cc(C2c3c(-c4cc(C)cc(C)c4O)n[nH]c3C(=O)N2CCCO)cc(OC)c1OC (configuration not stated),-6.0,4.6,-7.2,1.9,-5.3,-1.8,0.3,-5.7,6.2,0.3
Nc1nnc(CCS(=O)(=O)c2ccc(Cl)cc2)s1,-4.9,-4.4,7.6,-1.5,1.0,-0.1,1.7,2.8,4.6,0.1
COc1cccc(CN(C)C(=O)c2cccc(OCc3ccccc3)c2)c1,-1.9,6.0,-2.9,-7.5,-17.0,1.0,0.5,7.7,4.0,0.1
Cc1ccc(S(=O)(=O)N(C)C)cc1NC(=O)C(C)N(C)CCOc1ccc(Cl)cc1 (configuration not stated),11.3,-6.3,-1.4,-8.2,-23.7,4.3,0.9,-0.9,5.8,-0.1
COCCNC(=O)CCCn1c(=O)c2ccccc2n(Cc2ccccc2C#N)c1=O,8.8,-4.2,0.1,-2.7,3.0,13.4,3.8,5.1,-4.2,-0.7
CCOc1ccc(N2C(=O)/C(=C\c3ccc(O)c(OC)c3)S(=O)(=O)C2c2cccc([N+](=O)[O-])c2)cc1 (configuration not stated),8.9,-2.9,-10.5,-1.8,-13.7,0.2,3.0,0.7,-3.1,-0.1
O=C(CSc1nc2ccccc2c(=O)[nH]1)Nc1ccccc1O,-21.5,-7.2,-1.1,-4.8,-10.4,-2.9,1.2,-2.3,9.6,0.3
COc1ccc(N2CCCC2)c(NC(=O)COc2ccccc2)c1,-6.2,0.9,-3.5,-11.6,6.3,-3.4,-4.4,0.4,0.1,-0.6
CN(C)CCCN(C(=O)COc1ccccc1)c1nc2ccc(Cl)cc2s1,-16.3,5.0,13.8,-0.5,-14.1,-0.3,3.3,1.0,-15.1,0.1
N/C(Cc1ccc([N+](=O)[O-])cc1)=N\OC(=O)c1ccccc1F,0.9,-0.1,10.1,-7.7,-0.9,2.5,-0.6,0.0,-0.1,0.1
CC1Cc2ccccc2C(CCc2ccccc2)=N1 (configuration not stated),10.6,4.7,-1.1,-5.2,-7.1,3.3,-4.3,-0.5,-5.0,-0.8
CCOC(=O)C1=C(c2ccccc2)OC(N)=C(C#N)C1c1ccc(Br)s1 (configuration not stated),2.4,-8.5,-0.9,-2.4,-14.0,7.8,-2.1,1.1,5.0,0.4
O=C(CC(c1ccccc1)c1ccccc1)Nc1ccc2c(c1)OCCO2,12.8,1.3,-6.7,4.6,-20.4,1.8,7.9,6.3,7.9,0.1
CC(=NNC(=O)c1ccc(NS(=O)(=O)c2ccc(Br)cc2)cc1)c1cccnc1,-6.5,7.6,-3.7,-50.2,-8.6,-1.0,-28.4,7.9,-2.9,-0.6
COc1ccc(S(=O)(=O)N(C)C[C@@H]2OCc3cnnn3CCCC(=O)N([C@@H](C)CO)C[C@@H]2C)cc1,0.2,-2.6,5.3,-0.8,17.2,1.8,-0.5,-0.5,7.1,0.6
CC1CN(C(=O)COC(=O)c2ccc3ncsc3c2)CC(C)O1 (configuration not stated),4.2,0.2,-10.0,-5.7,8.5,-1.4,0.8,-1.9,11.7,-0.8
Cn1c2ccccc2c2c(C(=O)O)cn(C3CCCC3)c(=O)c21,5.4,-5.0,-6.4,-9.9,2.0,-0.7,-4.9,-3.4,-5.7,0.7
Cc1ccc(Oc2nc(CN3CCOCC3)nc3sc4c(c23)CCC(C)C4)cc1C (configuration not stated),-10.7,-0.4,6.5,0.1,-13.9,-5.5,1.7,-1.2,-12.4,0.5
N#Cc1ccsc1NC(=O)CN1C(=O)NC2(CCCCC2)C1=O,-5.9,1.6,-0.9,-27.2,-2.4,2.4,-9.4,0.8,9.1,-0.2

# Some of the entries so far, as tab-separated lines:
canonical_smiles	ASAP1 inh	Tn7 DDE FP	Tn6 DDE FP	PLCb3 inh	sPLA2-III inh	UHRF1 MBD2 ctr	PLCg1 inh	Rev-erbA mod	ARFGAP1 inhibitor	KLK7 zymogen act
CC1Cc2ccccc2C(CCc2ccccc2)=N1 (configuration not stated)	10.6	4.7	-1.1	-5.2	-7.1	3.3	-4.3	-0.5	-5.0	-0.8
CCOC(=O)C1=C(c2ccccc2)OC(N)=C(C#N)C1c1ccc(Br)s1 (configuration not stated)	2.4	-8.5	-0.9	-2.4	-14.0	7.8	-2.1	1.1	5.0	0.4
O=C(CC(c1ccccc1)c1ccccc1)Nc1ccc2c(c1)OCCO2	12.8	1.3	-6.7	4.6	-20.4	1.8	7.9	6.3	7.9	0.1
CC(=NNC(=O)c1ccc(NS(=O)(=O)c2ccc(Br)cc2)cc1)c1cccnc1	-6.5	7.6	-3.7	-50.2	-8.6	-1.0	-28.4	7.9	-2.9	-0.6
COc1ccc(S(=O)(=O)N(C)C[C@@H]2OCc3cnnn3CCCC(=O)N([C@@H](C)CO)C[C@@H]2C)cc1	0.2	-2.6	5.3	-0.8	17.2	1.8	-0.5	-0.5	7.1	0.6
CC1CN(C(=O)COC(=O)c2ccc3ncsc3c2)CC(C)O1 (configuration not stated)	4.2	0.2	-10.0	-5.7	8.5	-1.4	0.8	-1.9	11.7	-0.8

# Not a hit list; 4.5% or so of the library scored in one or more.
